CHO-K1 Ca antag – nonselective inhibitor or artifact in parental CHO-K1 cells | 360,000 compounds, 0.6% hits | ATP-induced calcium, Fluo-8 fluorescence | inhibition, % at 3 µM;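 active = inhibition above a per-plate cutoff, the plate's mean sample inhibition plus 3 SD, cut at about 24% in these data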;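 note: 0% = DMSO plus EC80 ATP and 100% = DMSO alone without ATP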
CHO-K1 Ca PAM – counter-screen for M1 PAMs: effect in parental CHO-K1 cells | ATP EC20, Fluo-8 calcium fluorescence; 0% at ATP EC20, 100% at ATP max | activation, % at 3 µM | 360,000 compounds, 0.02% hits | AID 602247;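 active = activation above the run cutoff, the mean activation of all test compounds plus 3 SD, cut at about 40% in these data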;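 note: peak over basal fluorescence ratio in a 140 s read after ATP addition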
M1 ag – activates human CHRM1 receptor; CHO-K1 hM1, Fluo-8 calcium fluorescence, agonist mode; 0% DMSO, 100% acetylcholine EC100; P11229; AID 588814; 360,000 compounds, 0.33% hits; activation, % at 3 µM;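 active = activation above the run's mean compound activation plus 3 SD, cut at about 16% in these data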;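 note: peak over basal fluorescence ratio within a 140 s kinetic read after compound addition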
Target sequence (P11229 whole entry, looked up): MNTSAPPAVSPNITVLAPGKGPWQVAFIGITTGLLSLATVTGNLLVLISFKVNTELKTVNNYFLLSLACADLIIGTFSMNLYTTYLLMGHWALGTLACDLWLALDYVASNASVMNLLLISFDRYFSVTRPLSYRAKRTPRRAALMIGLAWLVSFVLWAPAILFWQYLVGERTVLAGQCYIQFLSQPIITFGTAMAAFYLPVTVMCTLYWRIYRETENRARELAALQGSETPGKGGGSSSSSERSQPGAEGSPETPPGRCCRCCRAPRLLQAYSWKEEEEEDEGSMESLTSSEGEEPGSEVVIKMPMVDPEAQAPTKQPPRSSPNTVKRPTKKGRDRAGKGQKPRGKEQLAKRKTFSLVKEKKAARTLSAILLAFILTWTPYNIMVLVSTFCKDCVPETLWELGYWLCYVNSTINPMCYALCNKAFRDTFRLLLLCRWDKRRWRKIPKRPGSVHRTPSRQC
TAAR1 antagonist – antagonists of human TAAR1; Q96RJ0; CHO RD-HGA16 TAAR1, Fluo-8 calcium fluorescence, antagonist; inhibition, % at 3 µM; 360,000 compounds, 1.5% hits; AID 624466;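 active = inhibition above a per-plate cutoff, the mean inhibition of test compounds on that plate plus 3 SD, cut at about 49% in these data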;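 note: 0% = DMSO plus EC80 beta-PEA response and 100% = DMSO alone without agonist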
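System: CHO RD-HGA16 cells bearing hTAAR1. Reagent: EC80 β-phenethylamine stimulus. Schedule: seeding 17-24 h prior, 75-min 37 °C, 30-min RT dye loading. Signal: Fluo-8 intracellular calcium dye fluorescence, real-time kinetic reads. Read-out: % inhibition from peak post-agonist over basal fluorescence ratio. Benchmarks: vehicle wells and EC80 agonist wells. Replicates: n of 1.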
M1 ag parental – nonselective activator or artifact in parental CHO-K1 cells. Fluo-8 calcium fluorescence; scaled to maximal ATP response, vehicle zero. activation, % at 3 µM. 360,000 compounds, 0.48% hits. AID 602248; in the data active = activation above about 15%;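 note: untransfected CHO-K1 host cells lacking M1 receptor as counterscreen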
CHO parental Ca – counter-screen: ATP calcium response change in parental CHO cells | parental CHO-K1, ATP-induced calcium, Fluo-8 fluorescence | 330,000 compounds, 0.63% hits | AID 463079 | inhibition, % at 5.6 µM;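 active = inhibition above that plate's mean sample inhibition plus 3 SD, cut at about 26% in these data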;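 note: 0% = ATP-challenged DMSO wells and 100% = DMSO wells without ATP; some compounds past the cut are filed as inactive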
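material = parental CHO cells | also added = ATP as calcium-mobilizing challenge | dosing = single point at 5.6 µM | detection = intracellular calcium via Fluo-8 no-wash fluorescent dye | read-out = % inhibition | benchmarks = low control ATP plus DMSO, high control DMSO only | repeats = one well per compound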
OXTR potentiator – human OXTR potentiation | P30559 | CHO-OTR cells, Fluo-8 calcium fluorescence, potentiator mode; 0% = oxytocin EC15, 100% = EC100 | activation, % at 3 µM | 320,000 compounds, 0.061% hits;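 active = activation above that plate's cutoff, the mean activation of tested compounds plus 3 SD, cut at about 6.6% in these data, passing the limit was not always enough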;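 note: 100% uses oxytocin at 75 nM as the full agonist control; some results filed as inactive read as strong as hits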
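Assay system: CHO cell line stably expressing human OTR | Also added: Oxytocin at about EC15, sub-maximal agonist stimulus | Times: Compound 6 min at room temperature before oxytocin, 100 s read | Measured by: Fluo-8 intracellular calcium fluorescence, ex 470-495, em 515-575 nm | Controls: EC15 oxytocin alone as 0%, 75 nM oxytocin as 100%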
V1aR counter – counter-screen for oxytocin receptor agonists: human V1a receptor agonists. P37288. CHO-V1R cells, Fluo-8 calcium fluorescence, agonist mode; 0% DMSO, 100% 3 nM vasopressin. activation, % at 3 µM. 320,000 compounds, 0.25% hits;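 active = activation above the mean activation of all tested compounds plus 3 SD, per screening run, cut at about 20% in these data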;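 note: signal is peak over basal fluorescence ratio across a 100 second FLIPR read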
Target sequence (P37288 whole entry, looked up): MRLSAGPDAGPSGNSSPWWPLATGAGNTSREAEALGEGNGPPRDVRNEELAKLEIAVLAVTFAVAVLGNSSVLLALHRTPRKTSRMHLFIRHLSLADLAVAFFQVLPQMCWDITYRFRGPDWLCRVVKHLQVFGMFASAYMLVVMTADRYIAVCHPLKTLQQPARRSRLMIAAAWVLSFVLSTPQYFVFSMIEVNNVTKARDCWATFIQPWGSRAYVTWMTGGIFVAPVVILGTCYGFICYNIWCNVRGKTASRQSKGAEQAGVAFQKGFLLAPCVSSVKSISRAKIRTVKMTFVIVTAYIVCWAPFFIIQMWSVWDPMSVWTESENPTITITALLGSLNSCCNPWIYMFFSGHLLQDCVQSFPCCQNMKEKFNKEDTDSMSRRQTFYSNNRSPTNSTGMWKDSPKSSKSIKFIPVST
TAAR1 ag – human TAAR1 agonism. AID 624467. 360,000 compounds, 0.99% hits. activation, % at 3 µM. Q96RJ0. CHO RD-HGA16 TAAR1, Fluo-8 calcium fluorescence; vehicle wells 0%, saturating PEA agonist 100%;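 active = activation above the mean activation of all test compounds in the run plus 3 SD, cut at about 38% in these data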
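Test system: RD-HGA16 (CHO) cells co-expressing Gα16 and hTAAR1; dosing: one-point dosing at 3 µM (nominal); timing: 17-24 h seeding, 75 min 37 °C dye, 30 min RT; signal: kinetic Fluo-8 calcium fluorescence; read-out basis: % activation relative to PEA EC100 response; controls: DMSO and PEA EC100; replicates: n 1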
Starred values were filed as active, the others as inactive; / = no result given.

Second line of a record – CHO-K1 Ca antag, CHO-K1 Ca PAM, M1 ag, TAAR1 antagonist, M1 ag parental, CHO parental Ca, OXTR potentiator, V1aR counter, TAAR1 ag
#1 Cc1ccccc1Nc1nc(N)nc(CSc2nnc(C)n2C)n1
    -17, 21, -2, -10, 1.3, 11, -5, 0.3, 3
#2 Cc1oc(C)c2c(=O)ccc3c(c12)OC(N)=C(C#N)C3c1ccccc1Cl (configuration not stated)
    -2, 4, 2, 10, 3.9, 7, -13, 4.8, 31
#3 COc1ccc(C(CC(=O)O)NC(=O)Nc2ccccc2)cc1OC (configuration not stated)
    -7, 3, -6, 9, -0.2, -2, -3, 0.9, 2
#4 CC1CCCC(C)N1C(=O)COC(=O)c1ccc[nH]c1=O (configuration not stated)
    -9, 20, -2, -4, 1.4, -13, -12, 0.9, 2
#5 O=C1CSC(c2ccc([N+](=O)[O-])cc2)N1C1CCCCC1 (configuration not stated)
    -12, 24, -15, -5, 0.4, -11, -7, -0.3, 5
#6 COc1ccc(C(=O)NCc2nnc(SCC(=O)N3CCc4ccccc43)n2C2CCCCC2)cc1
    -2, 11, 0, 15, 0.3, -17, 3, -1.1, 1
#7 COC(=O)CCC(=O)NC(=S)Nc1sc(C)c(C)c1C(N)=O
    -5, 22, -9, -7, 0.1, 3, -4, -0.4, 2
#8 c1cncc(CNCc2ccco2)c1
    4, -2, -2, -6, -0.6, /, /, /, 4
#9 CC(=O)c1cccc(S(=O)(=O)N(CCCO)Cc2cc3ccc(C)cc3[nH]c2=O)c1
    -4, 9, -4, 10, 0.3, -20, 1, 0.1, 1
#10 O=C(COC(=O)c1cc(Br)ccc1O)NNC(=O)c1ccc(Cl)cc1
    -4, -3, -2, -33, 4.4, -4, 5, 0.3, 8
#11 O=C1CCCN2N=C(SCC(=O)Nc3ccccc3C(F)(F)F)SC2=N1
    -6, -8, -2, -18, 0.6, -12, -5, 0.2, 2
#12 COc1ccc(C(=O)/C=C/c2ccc(OC3CSC3)cc2)cc1
    -11, 15, -7, 3, 0.5, -19, -6, 2.8, 4
#13 COc1ccc(N2CCN(C(=O)c3cccc(S(=O)(=O)N4CCc5ccccc54)c3)CC2)cc1
    -17, 14, -1, -36, 0.2, -16, -6, 1.9, 3
#14 Cc1ccc(SCCOCCN2CCc3ccccc3C2)cc1
    -6, 27, -9, -15, 0.7, -24, -2, 0.1, 17
#15 CCNC(=O)CC1C(=O)N(CC)C(=S)N1NC(=O)c1ccc(Cl)cc1 (configuration not stated)
    7, -4, -4, 4, 0.0, -13, -7, -0.5, 10
#16 COc1ccc(CN2CCNC(=O)C2CC(=O)N2CCCCO2)cc1OC (configuration not stated)
    -4, -3, -3, -3, -0.1, -4, -8, 2.0, 3
#17 CC(NC(=O)COC(=O)Cc1ccc(-c2ccccc2)cc1)c1ccccc1 (configuration not stated)
    -7, 17, -7, 15, 1.9, -15, -11, 1.9, -2
#18 O=C(O)CNC(=O)/C=C/c1ccc(Cl)cc1Cl
    -7, 13, -2, 20, 0.5, -2, 2, 0.4, 5
#19 Cc1ccc(N2CC(C(=O)OCc3ccccc3)CC2=O)cc1 (configuration not stated)
    -8, 17, -3, -6, 0.2, 5, -13, -1.4, -3
#20 COc1cccc(-c2nnc(SCC(=O)Nc3cc(C)ccc3OC)n2N)c1
    5, -5, -4, -7, 0.2, -20, -4, -0.6, 4
#21 CCN(CC)c1ccc(C(=C2C=CC(=[N+](CC)CC)C=C2)c2ccc(N(CC)CC)cc2)cc1
    23, 11, 2, 95*, 9.1, /, /, /, 50*
#22 Cc1ccc(N2CC(C(=O)Nc3ccc(S(=O)(=O)NCC4CCCO4)cc3)CC2=O)cc1C (configuration not stated)
    -9, -4, -5, 1, -0.1, -17, -6, 0.3, 0
#23 Oc1cc2c(cc1C(c1ccc(Cl)c(Cl)c1)N1CCCC1)OCO2 (configuration not stated)
    6, -8, -3, 1, 1.1, /, /, /, 3
#24 Cc1nc2ccccn2c1C(=O)N=Nc1c(O)n(CCC(C)C)c2ccccc12
    -5, 12, -3, -12, 0.5, -13, -5, -0.1, 16
#25 Cc1cccc(C)c1Nc1nnc(SCc2nc3ccccc3s2)s1
    -2, 5, -9, 11, 1.0, -17, 3, -0.3, -2
#26 C[N+](C)(C)CCCCCC(=O)/C=N/O
    -16, 22, 29*, 3, 0.6, -4, 3, 0.8, 4
#27 FC(F)(F)c1nc(SCc2ccc(Cl)cc2Cl)n[nH]1
    -3, 1, 3, -43, 12, -15, -12, 8.9, 5
#28 C#CC(C)(CC)NC(=O)Cn1nnc(-c2cccc(C(F)(F)F)c2)n1 (configuration not stated)
    -1, 24, -5, 5, 4.5, 8, 2, 3.5, 8
#29 Cc1csc(SCC(=O)NCc2ccccc2)n1
    -4, -10, -1, -27, 0.0, -5, -13, 1.2, 9
#30 COc1c(O[C@@H]2O[C@H](CO)[C@@H](O)[C@H](O)[C@H]2O)cc2c(c1OC)-c1ccc(SC)c(=O)cc1C(NC(C)=O)CC2 (some centres not stated)
    12, -13, 7, -30, -0.1, 3, -5, 1.7, 4

31. CC1(C(=O)Nc2ccc(F)cc2F)CCN1C(=O)Cc1ccccc1Cl (configuration not stated)
32. Cc1c(C2Nc3ccccc3NC3=C2C(=O)CC(C)(C)C3)cnn1C (configuration not stated)
33. CC1(c2nnnn2-c2ccc3c(c2)OCCO3)CCC(=O)N1CC1CCCCC1 (configuration not stated)
34. CC(C)c1nc2cc3ccccc3cc2[nH]1
35. COC(=O)c1sccc1NC(=O)c1c(C)cc(=O)oc1C
36. COc1ccc(Cn2c(CCC(=O)NCc3ccco3)nc3cccnc32)cc1
37. COc1ccc(NC2c3ccccc3C(=O)N2c2cccnc2)cc1 (configuration not stated)
38. CCCc1n[nH]c2c1C(=O)C(C(=O)OC)C(C)(C)C2 (configuration not stated)

| assay / compound | 31 | 32 | 33 | 34 | 35 | 36 | 37 | 38 |
| --- | --- | --- | --- | --- | --- | --- | --- | --- |
| CHO-K1 Ca antag | -6 | -3 | -9 | 12 | -6 | -2 | 2 | -7 |
| CHO-K1 Ca PAM | 7 | 13 | 2 | -6 | 13 | 8 | -17 | 11 |
| M1 ag | -5 | -2 | / | -6 | -3 | -4 | -1 | -2 |
| TAAR1 antagonist | -22 | 8 | -16 | -15 | 8 | 25 | -24 | -3 |
| M1 ag parental | 0.5 | 4.1 | 1.0 | -0.3 | 0.9 | -0.7 | 0.5 | 0.5 |
| CHO parental Ca | / | 4 | / | -4 | -12 | -10 | -12 | 10 |
| OXTR potentiator | / | -11 | / | -10 | 2 | -3 | -1 | -8 |
| V1aR counter | / | 0.8 | / | -1.6 | 0.2 | -0.4 | -0.5 | -0.1 |
| TAAR1 ag | -1 | 5 | 4 | -2 | 18 | 9 | -1 | 14 |

39. COc1ccc(C/C(N)=N/OC(=O)Cc2ccccc2)cc1OC
40. COC(=O)c1ccc(CSc2ccc3nnc(-c4ccc(F)cc4)n3n2)o1
41. CCOc1ccccc1N=Cc1c(O)n(C)c(=O)n(C)c1=O
42. CCN(CC)Cc1csc2ccc(Br)cc12
43. Cc1cc(NC(=O)CSc2nnc(-c3ccco3)n2CC2CCCO2)no1 (configuration not stated)
44. Cc1ccc(-c2noc(CN3CCN(Cc4ccccc4)CC3)n2)cc1
45. COc1cc(NC(C)CCCN)c2ncccc2c1Oc1ccccc1 (configuration not stated)
46. Cc1cc(C(=O)COC(=O)[C@H](C)NC(=O)c2ccco2)c(C)n1Cc1ccco1

| assay / compound | 39 | 40 | 41 | 42 | 43 | 44 | 45 | 46 |
| --- | --- | --- | --- | --- | --- | --- | --- | --- |
| CHO-K1 Ca antag | -1 | 1 | 14 | -12 | -20 | -15 | 3 | 4 |
| CHO-K1 Ca PAM | 17 | 13 | -1 | 18 | 28 | -6 | -7 | 7 |
| M1 ag | -5 | -11 | -4 | -5 | -2 | -5 | -2 | -4 |
| TAAR1 antagonist | -28 | -15 | 2 | 9 | 11 | 13 | 4 | 0 |
| M1 ag parental | 0.5 | 1.6 | 7.2 | 0.7 | 0.5 | 2.4 | 0.1 | -0.1 |
| CHO parental Ca | -6 | -21 | / | -9 | -6 | -19 | -7 | -2 |
| OXTR potentiator | -9 | -7 | / | -6 | 1 | -4 | -10 | -2 |
| V1aR counter | -0.3 | -0.7 | / | 0.5 | 0.1 | 2.9 | -0.1 | 6.9 |
| TAAR1 ag | 4 | 6 | 6 | 9 | 6 | 0 | 0 | 4 |

47. CC(C)(C)c1ccc(-c2n[nH]c(=S)n2Cc2ccccc2)cc1
48. O=C(CCCl)N1c2ccccc2C=Cc2ccccc21
49. COCCC(=O)N1CCC(Oc2ccc(C(=O)N3CCCCC3COC)cc2)CC1 (configuration not stated)
50. C[C@@H](C(=O)N[C@H](C(=O)O)c1ccccc1)n1nnc2ccccc2c1=O
51. O=C(NCCOC(=O)Nc1cccc2ccccc12)OCc1ccccc1

| assay / compound | 47 | 48 | 49 | 50 | 51 |
| --- | --- | --- | --- | --- | --- |
| CHO-K1 Ca antag | -19 | 6 | -6 | -10 | 5 |
| CHO-K1 Ca PAM | 24 | -13 | -2 | 16 | 4 |
| M1 ag | -8 | -4 | -2 | -6 | -2 |
| TAAR1 antagonist | 26 | 1 | -20 | 11 | 0 |
| M1 ag parental | -1.6 | 0.0 | 0.6 | 0.8 | 0.0 |
| CHO parental Ca | 17 | / | -5 | 1 | / |
| OXTR potentiator | -19 | / | -11 | -14 | / |
| V1aR counter | -1.4 | / | 0.5 | 0.9 | / |
| TAAR1 ag | 2 | -2 | 0 | 5 | -1 |
